# Assay outcomes (PubChem BioAssay)
# FXIa inh 1536: human FXIa protease inhibitors, primary screen, biochemical, 1536-well; Coagulation factor XI (Homo sapiens), P03951; purified FXIa, Boc-Glu-Ala-Arg-AMC fluorogenic substrate; inhibition, % at 5 µM; actives 0.14% (n = 220,000); AID 798, 2007;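 active = inhibition of at least 40%; inactive = inhibition below 40%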;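 note: fluorescence of freed AMC excited at 355 nm; 0% = enzyme without compound and 100% = no enzyme blank; many of its hits are not listed in these tables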
# Thrombin inh: human alpha-thrombin inhibitors, primary screen, counter-screen for coagulation protease inhibitor project, biochemical, 1536-well, fluorogenic AMC substrate | actives 0.26% (n = 220,000) | Prothrombin (Homo sapiens), P00734 | Boc-VPR-AMC fluorogenic substrate cleavage | inhibition, % at 5 µM;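 active = inhibition at or above 40%; inactive = inhibition below 40%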;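 note: 0% = enzyme with no compound and 100% = wells without enzyme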
#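 signal = AMC fluorescence, 355/460 nm | material = human alpha-thrombin enzyme | control set = enzyme without compound as high, wells lacking enzyme as low | times = reaction at room temperature | read-out basis = percent inhibition scaled between no-compound controls and no-enzyme blanks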
# Wee1 stabilizer: Wee1 degradation inhibitors, primary screen, cell-based, HeLa, Wee1K328M-luciferase, luminescence; HeLa Luc-Wee1K328M stability; 100% = proteasome inhibitor MG132 effect; reporter increase, % at 5 µM; actives 1.2% (n = 220,000); AID 1321, 2008;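 active = activation above the mean of all tested compounds plus 3 SD, set per screening run, cut at about 8.8% in these data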;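 note: cells exposed to compound for 20 h before luminescence read; 0% = DMSO alone and 100% = MG132 at 30 µM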
# 14-3-3 Bad PPI: inhibitors of 14-3-3 zeta/Bad binding, primary screen, biochemical, TR-FRET, bovine 14-3-3 zeta; inhibition, % at 21.7 µM; TR-FRET 14-3-3zeta/Dy647-pBad peptide displacement, 1 h; actives 0.71% (n = 220,000); 14-3-3 protein zeta/delta (Bos taurus), P63103;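 active = inhibition above about 70%, limit read from the data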;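 note: 0% = full 14-3-3 plus peptide FRET controls and 100% = background without 14-3-3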
# Target sequence (P63103 whole entry, looked up): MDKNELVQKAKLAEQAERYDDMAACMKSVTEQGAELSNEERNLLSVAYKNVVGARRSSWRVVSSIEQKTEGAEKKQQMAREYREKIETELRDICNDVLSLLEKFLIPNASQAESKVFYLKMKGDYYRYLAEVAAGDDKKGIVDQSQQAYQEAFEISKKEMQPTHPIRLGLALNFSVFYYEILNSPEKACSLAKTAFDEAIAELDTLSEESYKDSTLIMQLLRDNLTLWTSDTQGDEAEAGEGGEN
# Runt-SMMHC FRET: inhibitors of RUNX1 Runt–CBFb-SMMHC binding, primary screen, biochemical, FRET, Cerulean-Runt, Venus-CBFb-SMMHC, uHTS; Cerulean-Runt/Venus-CBFb-SMMHC FRET ratio 530/480, 1 h; AID 1434, 2008; actives 0.74% (n = 220,000); Runt-related transcription factor 1 (Homo sapiens) + Core-binding factor subunit beta …; inhibition, % at 20 µM;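 active = mean inhibition across duplicate retests at 20 µM reaching about 50%, limit read from the data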;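 note: 0% = DMSO wells and 100% = wells with excess untagged CBFb-SMMHC; inhibitors lower the FRET ratio by blocking Runt binding to CBFb-SMMHC; some results filed as inactive read as strong as hits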
# Hck-Nef inh: inhibitors of Nef-activated human Hck kinase, primary screen, biochemical, Z-Lyte FRET, 384-well, Hck-YEEI. Tyrosine-protein kinase HCK (Homo sapiens), P08631. inhibition, % at 20 µM. actives 0.68% (n = 220,000). Recombinant Hck-YEEI plus Nef, Z-Lyte FRET kinase assay;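 active = Hck-Nef kinase inhibition above about 50%, limit read from the data; inactive = inhibition below that limit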;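 note: 0% = DMSO with Hck plus Nef and 100% = Hck alone without Nef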
# Runt-CBFb FRET: inhibitors of RUNX1 Runt–CBFb binding, primary screen, biochemical, FRET, Cerulean-Runt, Venus-CBFb, uHTS. Runt-related transcription factor 1 (Homo sapiens) + Core-binding factor subunit beta …. Cerulean-Runt/Venus-CBFb FRET ratio 530/480, 1 h. inhibition, % at 20 µM. actives 0.46% (n = 220,000). AID 1496, 2009;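 active = inhibition over about 50% at 20 µM in the single-dose screen, limit read from the data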;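 note: 0% = DMSO wells and 100% = excess unlabeled CBFb competitor control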
#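 test system = Cerulean-tagged RUNX1 Runt domain (FRET donor) fusion protein | reagent = Venus-CBFb binding partner, 100 nM | incubation = protein complex preformed 1 h, compound exposure 1 h, room temperature, dark | detection = FRET fluorescence | read-out basis = loss of energy transfer signal | controls = 5 µM unlabeled CBFb as full-inhibition high control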
# KLK5 inh: human KLK5 protease inhibitors, primary screen, biochemical, 1536-well. recombinant hK5, fluorogenic AMC substrate cleavage. inhibition, % at 5 µM. actives 0.59% (n = 210,000). AID 873, 2007;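 active = inhibition of 40% or more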;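 note: 0% = enzyme controls without compound and 100% = no-enzyme blanks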
# FXIIa inh: human FXIIa protease inhibitors, primary screen, biochemical, 1536-well. purified FXIIa, Boc-QGR-AMC fluorogenic substrate, 2 h. inhibition, % at 5 µM. actives 0.3% (n = 220,000); in the data active = inhibition above about 40%;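 note: 0% = enzyme with no compound and 100% = blank without enzyme; many of its hits are not listed in these tables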
# Target sequence (P00748 20-372 limits assumed): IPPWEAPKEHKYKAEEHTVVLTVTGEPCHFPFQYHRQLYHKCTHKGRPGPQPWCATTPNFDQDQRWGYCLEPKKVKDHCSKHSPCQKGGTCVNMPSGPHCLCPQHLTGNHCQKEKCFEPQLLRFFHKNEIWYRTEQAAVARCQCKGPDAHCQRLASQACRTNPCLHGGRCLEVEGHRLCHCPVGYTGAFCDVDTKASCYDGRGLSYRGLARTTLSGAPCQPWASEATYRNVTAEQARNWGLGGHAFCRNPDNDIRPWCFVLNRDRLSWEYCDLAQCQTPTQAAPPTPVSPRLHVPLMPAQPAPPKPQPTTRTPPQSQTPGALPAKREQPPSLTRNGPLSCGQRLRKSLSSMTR
# Target sequence (P00748 373-615 limits assumed): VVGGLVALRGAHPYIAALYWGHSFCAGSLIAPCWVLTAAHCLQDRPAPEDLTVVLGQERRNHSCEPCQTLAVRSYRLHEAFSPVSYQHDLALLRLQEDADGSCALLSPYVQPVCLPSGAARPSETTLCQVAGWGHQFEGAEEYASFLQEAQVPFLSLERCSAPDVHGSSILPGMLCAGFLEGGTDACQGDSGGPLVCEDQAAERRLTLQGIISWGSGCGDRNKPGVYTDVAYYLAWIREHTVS
# An asterisk follows results filed as active; / = not tested or not shown; [ ] = remark or other dose.
SMILES,FXIa inh 1536,Thrombin inh,Wee1 stabilizer,14-3-3 Bad PPI,Runt-SMMHC FRET,Hck-Nef inh,Runt-CBFb FRET,KLK5 inh,FXIIa inh
CCCc1cc(=O)[nH]c(SCC(=O)c2cc(C)n(C(C)COC)c2C)n1 (centres undefined),-8,-6,-3,-17,/,-1,/,2,-8
S=c1[nH]nc(CSCc2ccccc2Cl)n1-c1ccccc1,2,0,-2,-21,6,-1,7,-22,14
Cc1cc2ccccn2c1C(=O)c1ccc(Cl)c([N+](=O)[O-])c1,-2,-9,0,-2,-6,-14,-3,-1,4
COC(=O)c1ccc(C(=O)OC)c(NC(=O)/C=C/C(=O)O)c1,0,2,-3,2,14,8,41,1,5
CCC(=O)NC(=S)NNC(=O)c1ccc(O)cc1,3,6,7,-16,/,20,/,-4,12
COCCCNC(=O)CCC(=O)NNc1nc2ccccc2c2nc(C)nn12,11,-2,3,-14,3,-3,0,-22,-3
Cc1ccc(C(=O)N2CCCC2)cc1S(=O)(=O)Nc1ccccc1,-5,-1,1,-1[fluorescence artefact?],0,0,0,-3,11
CCOC(=O)C1CCN(CC(=O)Nc2c(C(=O)OC)n(C)c3cccc(C)c23)CC1,7,-8,3,-15[fluorescence artefact?],0,2,-3,-21,16
S=C(Nc1ccccc1)Nc1cccc(Cl)c1Cl,-5,-12,1,-6,-2,19,2,-7,2
CCC(=O)Nc1nnc(-c2ccc(Cl)s2)o1,-3,-3,9.3*,-16,-3,15,0,-3,9
COc1cccc(OCc2nc3ccccc3[nH]2)c1,4,-6,11*,12,-1,0,1,0,11
O=C(Nc1ccc(-c2cn3ccsc3n2)cc1)C1COc2ccccc2O1 (centres undefined),-10,2,0,-14[fluorescence artefact?],2,-2,-3,11,-9
CN=C1SC(CC(=O)Nc2c(C)cccc2C)C(=O)N1/N=C/c1cccs1 (centres undefined),4,-6,1,-13,6,1,0,-18,0
O=C(CSc1ncn[nH]1)N1N=C(c2ccc(Cl)cc2)CC1c1ccco1 (centres undefined),-5,2,2,-11,-6,24,-1,-12,2
CSc1nc(Oc2ccc(=O)[nH]n2)nc(N(C)C)n1,-4,-7,1,-4[fluorescence artefact?],-2,0,0,-10,2
CCCCN1C(=S)SC(C)(C)C1/[N+]([O-])=C/c1ccc(S(=O)(=O)NC)cc1 (centres undefined),-2,-2,4,-2,-5,7,0,-5,7
Cc1noc2ncc(C(=O)c3cc(F)ccc3O)cc12,6,4,3,1,-4,0,3,-3,21
COC(=O)c1[nH]c2ccccc2c1NC(=O)C(C)N1CCN(C(=O)c2ccco2)CC1 (centres undefined),-3,-3,-2,8[fluorescence artefact?],1,0,-1,-3,3
CCC(=O)N1CCN(c2ccc(NC(=O)c3ccc(C#N)cc3F)cc2Cl)CC1,-10,-1,-2,-3,-1,17,-2,-26,-7
CC(=O)Nc1cccc(/C(C)=N/NS(=O)(=O)c2ccccc2)c1,1,2,0,-3,2,-2,-1,4,/
N/C(=N\OC(=O)c1cccc2ccccc12)c1ccncc1,2,-7,1,-1,-1,4,-1,2,6
Cc1ccc(N/C=C/C(=O)c2ccco2)c(O)c1,0,-5,-2,-17,-42,-18,-15,0,3
CC(=O)n1c2ccccc2c2c1c1ccccc1n2C,-12,-2,-1,-5,-4,1,-1,-19,7
O=C(c1ccc2ccccc2c1)C1CCCN(C(=O)CN2C(=O)CSC2=O)C1 (centres undefined),-1,-4,-1,-1,-5,-1,-4,/,3
CCC(c1nnc(SCC(=O)N2CC3(C)CC2CC(C)(C)C3)o1)N(C)C (centres undefined),-8,-1,-2,-1,1,2,-2,1,6
COC(=O)c1sccc1NC(=O)c1c(-c2ccccc2)noc1C,4,-7,-1,0[fluorescence artefact?],-5,-1,1,9,3
COc1cc(NC(=O)c2ccc(C)c([N+](=O)[O-])c2)ccc1NC(=O)c1ccco1,4,-7,0,14,-2,11,-7,4,11
Cc1c(NC(=O)C(C)OC(=O)c2ccc(Br)o2)c(=O)n(-c2ccccc2)n1C (centres undefined),-1,-2,-5,-19,2,16,0,-1,4
OCCCCCNc1ncnc2ccccc12,8,3,0,-10,-1,12,2,-9,15
Cc1cc(NC(=O)CNC(=O)C2CCCCC2)no1,4,4,-3,-14[fluorescence artefact?],1,-2,-1,-5,17
COc1ccc(S(=O)(=O)Cc2ccc(C(=O)NCc3ccco3)o2)cc1,5,-3,0,-1,0,-1,2,-18,15
COc1ccc(-c2cc(-c3ccccc3)n[nH]2)c(O)c1,-1,-1,10*,9,0,39,-1,-16,1
CC(=O)N1N=C(c2ccc(C)cc2)OC1c1ccc(C(C)C)cc1 (centres undefined),4,4,0,-2,4,-1,-2,2,12
C/C(=N/NC(=O)CNC(=O)c1cccs1)c1ccco1,0,0,5,2,-2,18,0,3,4
COCCn1nnnc1C(c1ccccc1OC)N1CCN(c2ccccc2F)CC1 (centres undefined),1,1,-4,74*,1,0,-1,-5,8
Cc1ccc(O)c(NC(=O)c2cccc(S(=O)(=O)N3CCCCC3)c2)c1,3,3,7,2,-2,2,-1,-7,19

# 14-3-3 Bad PPI: entries above that show a hit
structure	FXIa inh 1536	Wee1 stabilizer	14-3-3 Bad PPI	Runt-SMMHC FRET	Hck-Nef inh	Runt-CBFb FRET	KLK5 inh	FXIIa inh
COCCn1nnnc1C(c1ccccc1OC)N1CCN(c2ccccc2F)CC1 (centres undefined)	1	-4	74*	1	0	-1	-5	8

# (next part)
SMILES,FXIa inh 1536,Thrombin inh,Wee1 stabilizer,14-3-3 Bad PPI,Runt-SMMHC FRET,Hck-Nef inh,Runt-CBFb FRET,KLK5 inh,FXIIa inh
Cc1cc(N2CCCC2)nc2ccccc12,0,3,1,38,2,15,1,-3,11
COc1ccc(C2C(C#N)=C(N)Oc3n[nH]c(C)c32)cc1CSc1ccccn1 (centres undefined),2,8,-1,2,0,5,0,-2,16
Cc1cnc(C(=O)Nc2ccc(S(=O)(=O)NCC(C)C)cc2)cn1,-2,-2,2,-2,/,18,/,0,4
CCOc1ccccc1N1CCN(CC(=O)c2c(N)n(C)c(=O)n(C)c2=O)CC1,-5,-10,-2,1,-5,-4,2,-4,-3
CCCCCCCCCCCCCCCCn1cc[n+](CC(C)=O)c1,-4,3,-2,98*,2,63*,-4,-12,4
Cc1cccc(C)c1N1CCN(c2nc(N(C)C)oc(=O)c2C#N)CC1,0,1,-3,0,1,0,-4,5,9
O=C1COc2ccc(C(=O)CSc3nnc(Cc4cccs4)n3-c3ccccc3)cc2N1,18,1,1,22[fluorescence artefact?],2,1,2,-8,19
FC(F)(F)c1cc(Cl)c2nc(-c3ccccc3)cn2c1,2,2,4,-3,0,-4,1,-9,5
O=C(N/N=C/c1ccc(Cl)cc1)c1sccc1OCc1ccc(F)cc1,-9,-7,3,-7,-5,2,-2,1,-4
O=C(C(=O)N1CCN(C(=O)c2ccco2)CC1)c1c[nH]c2ccccc12,-2,-7,0,-10,-1,20,0,4,9
COc1ccc(C(=O)OCC(=O)N(C)C2CCS(=O)(=O)C2)cc1S(=O)(=O)N1CCCc2ccccc21 (centres undefined),-5,2,-1,-13,2,19,-1,-13,1
CCC1CCCCN1C1Sc2ccc(C(=O)OC)cc2NC1=O (centres undefined),-1,-22,-3,6,-3,0,-1,-2,-6

# Three compounds from above, reduced to 14-3-3 Bad PPI.
structure	14-3-3 Bad PPI
Cc1cccc(C)c1N1CCN(c2nc(N(C)C)oc(=O)c2C#N)CC1	0
O=C1COc2ccc(C(=O)CSc3nnc(Cc4cccs4)n3-c3ccccc3)cc2N1	22[fluorescence artefact?]
FC(F)(F)c1cc(Cl)c2nc(-c3ccccc3)cn2c1	-3

# Going on with the list:
SMILES,FXIa inh 1536,Thrombin inh,Wee1 stabilizer,14-3-3 Bad PPI,Runt-SMMHC FRET,Hck-Nef inh,Runt-CBFb FRET,KLK5 inh,FXIIa inh
CCCCNC(=O)CCn1c(=S)[nH]c2cc3c(cc2c1=O)OCO3,4,4,-2,9,3,2,0,-19,14
C[n+]1cccc(/C=N/NC(=O)CC23CC4CC(CC(C4)C2)C3)c1,3,1,-2,1,3,17,-13,0,12
CCN1C(=O)/C(=C\N(C)C)NC1=S,3,0,1,-25,-1,3,-1,2,13
COc1ccc(OC)c(N2C(=O)CC(Cc3ccc(C)cc3)C2=O)c1 (centres undefined),6,0,0,5,-1,-10,-5,3,15
c1coc(CNc2ncnc3[nH]ncc23)c1,10,-1,0,-6,-4,31,-1,1,3
Cc1ccc(-c2cc(N)n[nH]2)cc1,19,1,7,-10,1,5,2,-2,38

# Taken from above for reference:
SMILES,FXIa inh 1536,Thrombin inh,Wee1 stabilizer,14-3-3 Bad PPI,Runt-SMMHC FRET,Hck-Nef inh,Runt-CBFb FRET,KLK5 inh,FXIIa inh
CCN1C(=O)/C(=C\N(C)C)NC1=S,3,0,1,-25,-1,3,-1,2,13
COc1ccc(OC)c(N2C(=O)CC(Cc3ccc(C)cc3)C2=O)c1 (centres undefined),6,0,0,5,-1,-10,-5,3,15
c1coc(CNc2ncnc3[nH]ncc23)c1,10,-1,0,-6,-4,31,-1,1,3
Cc1ccc(-c2cc(N)n[nH]2)cc1,19,1,7,-10,1,5,2,-2,38

# Four entries out of the list, ordered by SMILES length, smallest number first.
SMILES,FXIa inh 1536,Thrombin inh,Wee1 stabilizer,14-3-3 Bad PPI,Runt-SMMHC FRET,Hck-Nef inh,Runt-CBFb FRET,KLK5 inh,FXIIa inh
Cc1ccc(-c2cc(N)n[nH]2)cc1,19,1,7,-10,1,5,2,-2,38
c1coc(CNc2ncnc3[nH]ncc23)c1,10,-1,0,-6,-4,31,-1,1,3
COc1ccc(OC)c(N2C(=O)CC(Cc3ccc(C)cc3)C2=O)c1 (centres undefined),6,0,0,5,-1,-10,-5,3,15
C[n+]1cccc(/C=N/NC(=O)CC23CC4CC(CC(C4)C2)C3)c1,3,1,-2,1,3,17,-13,0,12
